Screening data deposited in PubChem BioAssay by National Center for Advancing Translational Sciences (NCATS).
Epigenetic derep: Quantitative High-Throughput Screen for Regulators of Epigenetic Control; Potency, µM (doses to about 53.9 µM), for the others: at the top dose GFP activation, most hits filed as activators; 280,000 tested, 0.2% active; murine LDR cells, GFP reporter derepression, 30 h; also: % of control where 0% means no effect; nearly all actives have a fitted effect of over 60% in size
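Murine LDR cells carrying a silenced, genomically integrated CMV-driven GFP reporter were exposed to compound for 30 hours at 37 C. After PBS washes, GFP-positive cells (20–120 um objects) were counted by laser-scanning microplate cytometry.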
Tau fluor cs: Counterscreen qHTS for Inhibitors of Tau Fibril Formation, Fluorescence Polarization; tau K18 P301L (four-repeat tau fragment) Alexa594 fluorescence, heparin fibrillization; Potency, µM (titrated, usually from 57.7 µM), for inactives: top-dose activity change, negative = decrease; 280,000 tested, 0.93% active; AID 1463, 2008; also: % is scaled to controls: 0 for no effect and ±100 for the full control effect; nearly all actives have a fitted effect of over 55% in size
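Human K18 P301L tau (15 uM unlabeled plus 0.24 uM Alexa 594-labeled, final) in 100 mM sodium acetate pH 7 was mixed with compound and 20 uM heparin and incubated 6 hr at 37 C.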
GAA spleen mod: qHTS Assay for Inhibitors and Activators of Human alpha-Glucosidase From Spleen Homogenate; Lysosomal alpha-glucosidase (Homo sapiens), P10253; human spleen homogenate, 4-MU-alpha-glucoside fluorescence; Potency, µM (series often up to 79.9 µM), for the others: at the highest dose activity change, negative = inhibition, actives largely listed as inhibitors; 240,000 tested, 0.006% active;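 also: 0% = enzyme with vehicle and -100% = no enzyme basal signal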
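Compounds were titrated against alpha-glucosidase in spleen homogenate at pH 5.0, with 1 mM 4-methylumbelliferyl substrate for 40 min at 37 C. Reactions were quenched with pH 10 NaOH/glycine and fluorescence measured.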
ALDH1A1 block: qHTS Assay for Inhibitors of Aldehyde Dehydrogenase 1 (ALDH1A1); Aldehyde dehydrogenase 1A1 (Homo sapiens), P00352; Potency, µM (highest dose often 75.3 µM), for inactives: at the top dose activity, negative = inhibition, actives largely listed as inhibitors; AID 1030, 2008; Purified ALDH1A1, NADH fluorescence, propionaldehyde substrate; 220,000 tested, 7.3% active; active = well fitted inhibition curve with a large enough effect, not every such curve was filed as active; inconclusive = small, poorly fitted or top-dose-only effect, or another doubt; inactive = no such curve, though single readings can be large or run the other way;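 also: plate controls were no enzyme wells and a reference inhibitor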
Target sequence (P00352 whole entry, looked up): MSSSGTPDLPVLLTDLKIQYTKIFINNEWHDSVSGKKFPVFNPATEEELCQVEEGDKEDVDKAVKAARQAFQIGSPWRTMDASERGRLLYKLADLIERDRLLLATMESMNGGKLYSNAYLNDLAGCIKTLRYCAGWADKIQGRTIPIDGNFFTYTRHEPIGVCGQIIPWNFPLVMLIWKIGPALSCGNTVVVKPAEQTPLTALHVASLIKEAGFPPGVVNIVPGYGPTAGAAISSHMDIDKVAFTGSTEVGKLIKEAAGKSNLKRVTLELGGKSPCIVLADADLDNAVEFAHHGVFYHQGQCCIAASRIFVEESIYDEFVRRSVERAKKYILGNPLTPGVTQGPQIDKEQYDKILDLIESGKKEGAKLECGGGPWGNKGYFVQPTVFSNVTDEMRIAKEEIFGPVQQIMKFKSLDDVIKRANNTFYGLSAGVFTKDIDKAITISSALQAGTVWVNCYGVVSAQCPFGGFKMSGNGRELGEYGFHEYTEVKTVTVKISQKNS
GAA inhib: qHTS Assay for Inhibitors of Human alpha-Glucosidase as a Potential Chaperone Treatment of Pompe Disease; Lysosomal alpha-glucosidase (Homo sapiens), P10253; purified human GAA, 4-MU-alpha-glucoside fluorescence; Potency, µM (top dose mostly 76.9 µM), for inactives: top-dose activity change, negative = inhibition, most hits filed as inhibitors; 200,000 tested, 0.005% active; AID 1466, 2008;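 also: plate controls were uninhibited enzyme wells for no effect and no-enzyme background for full effect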
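Human alpha-glucosidase, 4 nM, pre-mixed with test compounds before 400 uM 4-methylumbelliferyl substrate; 20 min room temperature at pH 5.0. Fluorescence read after pH 10 stop; AC50 values from Hill-equation fits.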
NPSR antagonist: qHTS Assay for Antagonists of the Neuropeptide S Receptor: cAMP Signal Transduction. Q6W5P4. CHO-NPSR cells, cAMP TR-FRET, antagonist mode. Potency, µM (series often up to 38.3 µM), inactives show at the top dose activity change, negative = inhibition, usual class: inhibitors. 220,000 tested, 1% active; also: % is scaled to controls: 0 for no effect and ±100 for the full control effect; nearly all actives have a fitted effect of over 50% in size; many of its hits are not listed in these tables
Target sequence (Q6W5P4 whole entry, looked up): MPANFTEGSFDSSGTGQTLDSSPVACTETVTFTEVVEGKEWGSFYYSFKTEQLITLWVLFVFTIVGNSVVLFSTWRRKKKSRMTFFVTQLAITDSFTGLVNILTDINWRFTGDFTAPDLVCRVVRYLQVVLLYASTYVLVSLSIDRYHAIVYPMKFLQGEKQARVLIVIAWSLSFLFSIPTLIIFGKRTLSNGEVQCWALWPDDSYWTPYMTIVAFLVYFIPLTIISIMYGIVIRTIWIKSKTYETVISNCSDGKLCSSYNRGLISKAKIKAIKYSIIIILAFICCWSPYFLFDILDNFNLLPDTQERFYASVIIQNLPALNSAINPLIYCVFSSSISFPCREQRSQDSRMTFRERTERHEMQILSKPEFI
GAA glycogen mod: qHTS Assay for Inhibitors and Activators of Human alpha-Glucosidase Cleavage of Glycogen | Potency, µM (highest dose often 76.4 µM), for inactives: at the highest dose activity change, negative = inhibition, usual class: inhibitors | recombinant GAA, glycogen substrate, Amplex Red glucose oxidase fluorescence | 300,000 tested, 0.38% active | AID 2100, 2009 | Lysosomal alpha-glucosidase (Homo sapiens), P10253;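 also: 0% = full enzyme reaction and -100% = no-enzyme basal signal; the screen sought inhibitors and activators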
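qHTS, 1536-well; enzyme 4 nM final; cpd up to 77 uM; substrate bovine liver glycogen 30 ug; 50 mM citrate/phosphate pH 5.0, 0.01% Tween-20; 37 C, 40 min; Amplex Red detection 45 min RT; Hill fit → AC50.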
GLA spleen mod: qHTS Assay for Inhibitors and Activators of Human alpha-Galactosidase From Spleen Homogenate; Alpha-galactosidase A (Homo sapiens), P06280; human spleen homogenate, 4MU-alpha-Gal fluorescence, 40 min; Potency, µM (titrated, usually from 80 µM), inactives show at the highest dose activity change, negative = inhibition, usual class: inhibitors; 240,000 tested, 0.008% active; AID 2107, 2009;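 also: 0% = enzyme with vehicle and -100% = no enzyme basal signal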
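Fluorogenic readout (Ex 365/Em 440 nm) of 4-methylumbelliferone released from 1 mM 4-MU-alpha-galactoside by spleen homogenate, 40 min at 37C, pH 5.0. Data normalized to no-enzyme and enzyme controls; Hill-equation AC50 from compound titrations.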
Numbers without * were called inactive; ? = inconclusive; · = not tested or not shown; & = joins results of further samples; [ ] = another dose, or the depositor's remark. Unless noted, calls follow the shape of the dose curve; as a rule, active = well fitted curve in the direction sought with a large enough effect; inconclusive = small, poorly fitted or top-dose-only effect, or another doubt; inactive = no such curve, though single readings can be large; an effect the other way counts as inactive or inconclusive. Potency is read from the fitted curve at half-maximal effect. An excerpt. The share of hits here may be higher or lower than overall.

SMILES,Epigenetic derep,Tau fluor cs,GAA spleen mod,ALDH1A1 block,GAA inhib,NPSR antagonist,GAA glycogen mod,GLA spleen mod
Cn1cnnc1Sc1nc([N+](=O)[O-])nn1C,2.1%,2%,-2%,10%,1%,-23%,2%,4%
Cc1ccc(-c2nnc(SCC(=O)N3CCN(c4ccccc4)CC3)o2)cc1,-0.4%,-11%,-4%,-2%,3%,-9%[7.67 µM],1%,-1%
CC(C)[C@H](NC(=O)c1ccccc1)C(=O)OCC(=O)NCCC1=CCCCC1,0.0%,-2%,-5%,?,-27%,-10%,4%,-3%
CCOC(=O)c1c(NC(=S)NC(=O)c2ccc(Cn3cc(Cl)cn3)o2)sc2c1CCC(C)C2 (stereo unspecified),-1.2%,-6%,5%,4%,8%,-6%[46.1 µM],-6%,4%
COc1ccc(CCNC(=O)CCCn2c(SCC#N)nc3ccccc3c2=O)cc1OC,-1.0%,-2%,8%,-6%,-1%,-10%[46.1 µM],2%,-1%
CCc1ccc(NC(=O)c2cnc(N3CCN(c4ccccn4)CC3)c3ccccc23)cc1,2.8%,-16%,3%,?,0%,-27%,0%,1%
Cc1ccc(Cc2cnc(NC(=O)/C(C#N)=C/c3ccc(-c4ccccc4[N+](=O)[O-])o3)s2)cc1,-1.1%,?,0%,4%,-3%,-15%[46.1 µM],13%,2%
CN1CCN(c2ccc(CNS(=O)(=O)c3ccc(Cl)cc3)cc2)CC1,1.1%,-13%,1%,·,·,5%[7.67 µM],5%,3%
CC(C)(C)c1ccc(C(=O)NCCn2c(N)c(C#N)c3nc4ccccc4nc32)cc1,-6.9%,-14%,10%,?,?,-40%,-1%,?
CCOP(=O)(OCC)C(Nc1cccc(C(F)(F)F)c1)c1ccc(F)cc1 (stereo unspecified),0.0%,-2%,-9%,8%,?,-19%,1%,-1%
COc1ccc(CN2CCN(CC=C(C)C)C(CCO)C2)cc1Cn1cccn1 (stereo unspecified),1.1%,-7%,1%,1%,-9%,-19%,20%,6%
O=C(NCc1cccnc1)C(=O)Nc1ccc2c(c1)OCO2,1.1%,-5%,2%,2%,-1%,13%,-12%,3%
CNC(=O)C1CCC(=O)N1Cc1ccc(C)cc1 (stereo unspecified),0.9%,-5%,-8%,1%,-1%,-1%[46.1 µM],-1%,-4%
Cc1cccc(S(=O)(=O)NC(Cc2c[nH]c3ccccc23)C(=O)O)c1 (stereo unspecified),-1.1%,4%,-9%,13%,5%,17%,9%,2%
Cn1c(SCC(=O)NCc2ccco2)nnc1-c1ccc(S(=O)(=O)N2CCOCC2)cc1,0.6%,-5%,-8%,-16%,?,-13%[46.1 µM],12%,2%
Cc1ccc(OCC(=O)NNC(=O)CCc2ccccc2)cc1,1.0%,3%,-7%,-5%,-2%,-8%[46.1 µM],?,7%
CC1=C(C(=O)OCc2ccccc2)C(c2ccoc2)C(C#N)=C(N)O1 (stereo unspecified),-1.0%,-21%,-20%,?,-1%,-2%[46.1 µM],-12%,?
Cn1c(SCc2ccccc2)nnc1-c1c[nH]c2ccccc12,-0.8%,-7%,0%,1%,-1%,-19%[46.1 µM],-6%,-1%
Cc1ccc(NC(=O)/C(=C\c2cccs2)NC(=O)c2ccccc2)cc1,-0.9%,-9%,-3%,3%,-31%,9%,13%,-14%
CSCC[C@H](NC(=O)C1=NN(c2c(F)c(F)cc(F)c2F)C(=O)CC1)c1nc2ccccc2[nH]1,1.1%,-11%,1%,·,·,4%,8%,4%
COCCNC(=O)C1CCN(S(=O)(=O)N2CCC3(CC2)OCCO3)CC1,0.0%,6%,-7%,?,-3%,0%[46.1 µM],4%,0%
O=C1c2ccc([N+](=O)[O-])cc2C(=O)N1c1c[nH]c(=O)[nH]c1=O,-2.5%,8%,2%,-2%,-5%,15%,5%,-4%
O=C1c2ccccc2CC1Sc1nnc(-c2ccccn2)o1 (stereo unspecified),1.8%,-20%,-5%,3.2µM*,-5%,?,12%,-5%
CCn1c2ccccc2c2nnc(SCC(=O)c3c(N)n(C)c(=O)n(C)c3=O)nc21,1.2%,-3%,-3%,1%,4%,-3%,22%,-1%
O=c1cc(CN2CCc3ccccc3C2)nc2sccn12,-3.1%,-1%,1%,?,12%,6%,?,-6%
CCC(C)NC(=O)C1CCC(=O)N(c2ccc3c(c2)OCO3)C1c1ccc(OC)cc1 (stereo unspecified),1.5%,-4%,-3%,6.3µM*,-1%,-3%[46.1 µM],0%,0%
CCCCCC(=O)NC(=S)Nc1ccc2oc(=O)ccc2c1,0.0%,-11%,4%,7.1µM*,5%,-12%,16%,1%
O=C(Oc1ccccc1C(=O)Nc1ccccc1)c1ccc(Br)c([N+](=O)[O-])c1,-1.9%,?,5%,14µM*,4%,-9%,4%,5%
ClCc1nnc(-c2ccccc2)o1,1.1%,-3%,-18%,7.9µM*,2%,-17%,6%,-4%
CCOc1ccc(NC(=S)NC23CN4CN(CN(C4)C2)C3)cc1,9.4%,-17%,-3%,2%,4%,11%,-10%,2%
NS(=O)(=O)c1ccc(NC(=S)NC(=O)c2ccco2)cc1,0.5%&4.5%,-13%&-6%,-1%&-7%,?,?,-13%&1%,-16%&1%,-2%&11%
CCOC(=O)C1CCCN(C(=O)c2sc3nc(-c4ccc(F)cc4)cn3c2C)C1 (stereo unspecified),3.2%,-12%,-4%,10µM*,7%,?,0%,-3%
Cc1cc(-c2nsc(=O)o2)c(S(C)(=O)=O)s1,-3.2%,-13%,7%,2.8µM*,-6%,-9%[46.1 µM],5%,13%
COc1cc(O)c(C(=O)/C=C/c2ccccc2)c(O)c1,0.0%[10.1 µM],-21%[11.6 µM],-2%[17.4 µM],8%[13.5 µM],·,·,·,2%[17.5 µM]
CCc1cccc(Nc2cc(C)nc3nc(C)nn23)c1,-1.0%,3%,1%,2%,0%,-4%[46.1 µM],1%,7%
O=C(CCCc1nc2ccccc2s1)Nc1ccc(N2CCOCC2)cc1,-2.2%,-13%,-21%,8%,0%,-5%,-13%,-3%
COc1cccc(/C=N/c2sc(Cc3ccccc3)c(C)c2C(N)=O)c1O,-1.0%,-24%,-10%,?,1%,-18%,?,-9%
CCn1nc(C)c(C(=O)Nc2cc(Oc3ccc(Cl)cc3)cc([N+](=O)[O-])c2)c1C,-5.7%,?,-2%,-9%,-5%,-19%[46.1 µM],-3%,5%
CCOC(=O)C1CCN(C(=O)CN(c2cccc(OC)c2)S(=O)(=O)c2ccccc2)CC1,2.9%,0%,3%,-1%,-6%,-6%[46.1 µM],-2%,0%
O=C(NN1CCCCC1)c1ccc(COc2ccc(Cl)cc2)cc1,-0.6%,1%,3%,14%,-4%,7%,0%,-2%

A different layout for some results above.
The line under a structure holds: Epigenetic derep, Tau fluor cs, GAA spleen mod, ALDH1A1 block, GAA inhib, NPSR antagonist, GAA glycogen mod, GLA spleen mod
CCOC(=O)C1CCN(C(=O)CN(c2cccc(OC)c2)S(=O)(=O)c2ccccc2)CC1
 : 2.9%, 0%, 3%, -1%, -6%, -6%[46.1 µM], -2%, 0%
O=C(NN1CCCCC1)c1ccc(COc2ccc(Cl)cc2)cc1
 : -0.6%, 1%, 3%, 14%, -4%, 7%, 0%, -2%

Continuation:
SMILES,Epigenetic derep,Tau fluor cs,GAA spleen mod,ALDH1A1 block,GAA inhib,NPSR antagonist,GAA glycogen mod,GLA spleen mod
N=C1/C(=C\c2ccc(SCc3ccco3)o2)C(=O)N=C2SC=NN12,0.1%,-8%,-7%,7.9µM*,-1%,-27%[46.1 µM],-4%,-1%
CC#C[C@@]1(O)CC[C@H]2[C@@H]3CCC4=CC(=O)CCC4=C3[C@H](c3ccc(N(C)C)cc3)C[C@]21C,0.0%[16.9 µM],·,3%[29.1 µM],7%[20.9 µM],·,·,·,4%[29.1 µM]
COc1ccc(-n2cnc3cc(NS(=O)(=O)c4ccc(C)cc4)ccc32)cc1,-0.1%,-27%,-2%,-5%,?,-27%[46.1 µM],0%,-4%
Cn1ccc(-c2ccccc2)n1,-1.2%,2%,·,5%,-8%,8%,5%,-1%
CC(NC1CCCC1)C(=O)Nc1ccccc1-c1ccccc1 (stereo unspecified),-0.9%,0%,1%,?,11%,-9%[46.1 µM],4%,2%
COc1ccc(C2=NOC(C(=O)Nc3c(C)n(C)n(-c4ccccc4)c3=O)C2)cc1OC (stereo unspecified),-5.6%,-5%,1%,8%,-3%,-4%[46.1 µM],10%,0%
CC(C)COc1nc2ccccc2nc1C(C#N)C(=O)NC1CCCCC1 (stereo unspecified),0.1%,-19%,2%,-4%,-16%,-6%[46.1 µM],-8%,2%
O=C(COc1ccccc1)Nc1ccc(Cl)cc1Cl,0.0%,-13%,-17%,1%,2%,1%,-12%,3%
CCOC(=O)CN1C(=O)C(O)(CC(=O)c2cccc(OC)c2)c2ccccc21 (stereo unspecified),0.0%,-3%,9%,0.28µM*,1%,4%[46.1 µM],0%,10%
CCOC(=O)c1ccc(C(=O)OCC)nc1,-0.9%,-8%,5%,-2%,-1%,2%[46.1 µM],6%,1%
Fc1ccc(-c2nc3ccccc3[nH]2)cc1,0.6%,-5%,2%,-6%,?,11%,20%,-4%
CO/N=C(\C(=O)N[C@@H]1C(=O)N2C(C(=O)[O-])=C(C[N+]3(C)CCCC3)CS[C@@H]12)c1csc(N)n1,0.0%[16.9 µM],·,5%[29.1 µM],-4%[20.9 µM],·,·,·,4%[29.1 µM]
COc1ccc(/C=N/Nc2nc(-c3ccc(C)cc3)c(NC(C)=O)s2)cc1,1.9%,?,4%,·,·,-22%,?,6%
CS(=O)(=O)N1CCC(NC(=O)Cc2ccccc2)CC1,-1.0%,-9%,2%,2%,?,-11%[46.1 µM],-7%,8%
CC(C)Oc1ccc(C2CC(=O)N(c3ccc(N(C)C)cc3)C2=O)cc1 (stereo unspecified),1.0%,-5%,-4%,3%,4%,-3%[46.1 µM],-4%,-8%
